Compound activity: PubChem, NCI
All columns: NCI-60 one-dose screen, growth in % after 48 h at 10 µM unless noted; 100 = growth as untreated, 0 = no growth, -100 = all killed.
SNB-19 – SNB-19 CNS cancer cells | 81,000 tested, 2.5% active | AID 1794751
SF-295 – SF-295 CNS cancer cells; 79,000 tested, 5.6% active; AID 1794758
SF-268 – SF-268 CNS cancer cells; 82,000 tested, 3.1% active
U251 – U251 CNS tumor cells; 80,000 tested, 5.4% active
HCC-2998 – HCC-2998 colon cancer; 79,000 tested, 4.7% active; AID 1794799
SNB-75 – SNB-75 CNS cancer; 79,000 tested, 5% active
PC-3 – PC-3 prostate cancer cells. AID 1794754. 80,000 tested, 3.9% active
SF-539 – SF-539 CNS cancer | 81,000 tested, 6.8% active
* = called active by the depositor; . = not tested or not shown; & = joins results of further samples; ! = a repeat was not active; [ ] = remark or other dose. Rule for the calls: active = growth percent below 10; inactive = the rest.

SMILES	SNB-19	SF-295	SF-268	U251	HCC-2998	SNB-75	PC-3	SF-539
COc1ccc2[nH]c(O)c(N=NC(=O)Cn3c(-c4ccccc4)nc4cc(C)ccc43)c2c1	59	45	39	32	19	.	21	-28*
COc1cc(N=Nc2cc(Cc3ccc(N(C)C)cc3)c(N)cc2N(C)C)c2ncccc2c1	6.9*	12	17	-55*	26	28	3.9*	-86*
Cc1ccc(/C=C2/SC(=S)N(CCc3ccc(O)cc3)C2=O)o1	86	95	88	92	106	82	87	80
CC(C)C1=CC23CCC4C(C)(C(=O)O)CCCC4(C)C2CC1C1C(=O)N(c2ccccc2)C(=O)C13 (stereo not drawn)	95	112	76	90	105	91	67	99
CSc1nnc2sc3cc(C)ccc3n12	94	.	105	99	105	74	.	95
COc1ccc(-c2noc(C(=O)O)c2-c2cc(OC)c(OC)c(OC)c2)cc1	32	14	40	25	58	-3.4*	26	3.1*
COC(=O)c1cc(-c2ccc(OC)c(OC)c2)[nH]c1N/N=C/c1c(Cl)cccc1Cl	36	-0.3*	44	30	53	4.6*	26	-15*
NC(=O)C(F)(F)C(F)(F)C(N)=O	104	109	103	109	117	100	110	98
Nc1c(C(=O)Nc2ccccc2C(F)(F)F)sc2nc3c(cc12)CCCCCC3	81	86	82	88	95	70	88	77
CC(=O)CC(=O)CS(=O)(=O)c1ccccc1	110	109	97	96	102	105	97	105

The final 2 records of the section above open the next one.
SMILES	SNB-19	SF-295	SF-268	U251	HCC-2998	SNB-75	PC-3	SF-539
Nc1c(C(=O)Nc2ccccc2C(F)(F)F)sc2nc3c(cc12)CCCCCC3	81	86	82	88	95	70	88	77
CC(=O)CC(=O)CS(=O)(=O)c1ccccc1	110	109	97	96	102	105	97	105
CC1([N+](=O)[O-])COC(c2cccc3ccccc23)OC1 (stereo not drawn)	101	115	96	103	106	85	101	103
CCCCN(CCCC)Cc1cc(CN(CCCC)CCCC)c(O)c(CN(CCCC)CCCC)c1	93	93	98	93	100	93	92	101
Nc1ccccc1-c1cc2c(c3c1[nH]c1ccccc13)CCCCC2	104	103	97	103	106	105	92	116
Oc1ccccc1-c1nc(Br)cn2ccnc12	107	103	93	100	108	89	87	90
CC(=O)c1c(C)[nH]c2c1c(-c1cnc[nH]1)nc1ccccc12	100	94	97	106	108	82	95	105
N#CCC(=O)Nc1nc2ccccc2nc1NC(=O)CC#N	97	104	96	101	106	92	102	100
CN1CCN(C2=Nc3ccccc3Cc3ccccc32)CC1	96	109	143	105	92	94	102	99
NNC(=O)c1nc(N)n(-c2ccc(S(N)(=O)=O)cc2)n1	96	109	93	89	101	93	90	89
NS(=O)(=O)c1ccc(N=Nc2c(O)n(Cc3ccccc3)c3ccccc23)cc1	87	101	101	83	106	98	75	98
N#Cc1cnn(-c2cc(=O)[nH]c3ccccc23)c1N	101	99	99	97	111	84	96	97

Single records (already shown):
Oc1ccccc1-c1nc(Br)cn2ccnc12 across the screens: SNB-19 = 107; SF-295 = 103; SF-268 = 93; U251 = 100; HCC-2998 = 108; SNB-75 = 89; PC-3 = 87; SF-539 = 90
N#Cc1cnn(-c2cc(=O)[nH]c3ccccc23)c1N across the screens: SNB-19 = 101; SF-295 = 99; SF-268 = 99; U251 = 97; HCC-2998 = 111; SNB-75 = 84; PC-3 = 96; SF-539 = 97
CCCCN(CCCC)Cc1cc(CN(CCCC)CCCC)c(O)c(CN(CCCC)CCCC)c1 across the screens: SNB-19 = 93; SF-295 = 93; SF-268 = 98; U251 = 93; HCC-2998 = 100; SNB-75 = 93; PC-3 = 92; SF-539 = 101

Continued:
SMILES	SNB-19	SF-295	SF-268	U251	HCC-2998	SNB-75	PC-3	SF-539
CCN(CC)CCCNc1cccc2c(C)cc(OC)nc12	95	.	104	94	90	77	75	89
CCCCCCCCCCCCOCCNCC(=O)Nc1ccc(S(=O)(=O)c2ccc(NC(=O)CNCCOCCCCCCCCCCCC)cc2)cc1	106	98	103	99	102	103	94	94
COc1cc(/C=C/C(=O)c2cccc(Nc3nc(Nc4ccccc4)nc(Nc4ccccc4)n3)c2)cc(OC)c1OC	94	73	73	30	17	53	25	79
COc1cc(NC(=O)CSc2nc3ccccc3c(=O)n2-c2ccccc2)cc(OC)c1OC	102	94	99	98	114	73	86	97
CCCCCCCCCCCCCCCCCCNC(=O)[C@H]1CSC(c2ccc(OC)c(F)c2)N1 (stereo partly drawn)	65	88	-61*	-53*	-57*	.	54	-15*
CSC1=NC(c2ccc([N+](=O)[O-])cc2)C(C(C)=O)=C(C)N1 (stereo not drawn)	98	105	99	94	110	103	96	99
O=C(CN1CCCCCC1)Nc1nc2ccc(NCc3ccc(Br)cc3)cc2s1	100	88	96	102	107	111	77	101
CCOC(=O)c1cnn2c(-c3ccc(Cl)cc3)nc(N3CCCC3)nc12	73	90	81	75	95	90	80	101
NC(=O)C(=O)c1c[nH]c2ccccc12	108	114	104	100	104	89	106	109
COc1ccc(OC)c(/C=C2\Oc3cc(OCCN4CCC(Cc5ccccc5)CC4)ccc3C2=O)c1	99	102	85	81	20	73	78	87
O=C(O)c1ccc2c([N+](=O)[O-])cccc2n1	102	104	103	107	105	79	90	99
Cc1ccc2nc(COc3ccc(C(=O)NNC(=S)NC(=O)c4ccccc4)cc3)[nH]c2c1	52	25	55	43	66	42	50	42
N#Cc1ccc(NC(=O)NN2CCCCCC2)cc1	105&106	108&124	118&113	98&100	104&100	126&119	86&109	113&108
Cc1ccc(-c2nn(-c3ccccc3)cc2/C=C/C(=O)c2ccc(NC(=O)CCCCCCC(=O)NO)cc2)cc1	82	88	82	79	83	102	75	82
COc1ccc(-c2cc(=O)c3c(OC)c4ccoc4c(/C=C/C=O)c3o2)cc1	49	32	36	16	92	-1.4*	21	15
COc1cc2c3c([nH]c(=O)c2c(O)c1OC)CCCC3	86	78	94	73	102	82	74	86
CCOC(=O)c1cc(C(=O)OCC)n2ncc3ccccc3c12	92	109	102	90	100	85	91	97
CC(=O)Oc1ccc(C2(c3ccc(OC(C)=O)cc3)C(=O)Nc3ccccc32)cc1	101&108	86&72	100&97	102&108	-3.2*!	158&85	52&65	92&97
CC(C)(C)[Si](C)(C)O[C@H]1C(=O)C=CN2CC=C[C@@H]12	89[100 µM]	94[100 µM]	101[100 µM]	99[100 µM]	111[100 µM]	91[100 µM]	92[100 µM]	99[100 µM]
Cc1ccc(C2SCC(=O)N2Cc2ccccc2)cc1 (stereo not drawn)	99	95	115	98	91	95	92	109
COc1ccc(-c2nnc(SCC(=O)Nc3nc(-c4ccccc4)cs3)o2)cc1	98	89	99	97	93	74	83	91
O=CN1N=C(c2ccc(F)cc2)CC1c1cn(Cc2ccc(Cl)cc2)c2ccccc12 (stereo not drawn)	78	86	74	77	94	81	58	76
COC(=O)c1cccc(Oc2ccc(NC(=O)Nc3cc(C(F)(F)F)ccc3F)cc2)c1	11	59	50	40	97	-34*	70	34
CCc1cccc(O)c1	104	105	99	100	108	88	86	104
COc1ccc(C(=O)NNc2nc(N3CCN(C4CCCCC4)CC3)nc(N3CCN(C(c4ccccc4)c4ccccc4)CC3)n2)cc1	60	96	71	60	92	16	50	63
Cn1cc2c3c(cccc31)[C@H]1C(=O)[C@H](CCC1(C)C)C2(C)C	88	88	102	90	99	87	86	107
O=C1c2ccccc2C(=O)N1c1cccc2ccccc12	97	99	96	108	96	83	100	98
Nc1nc(Cl)cc(Cl)n1	113	106	100	102	114	91	99	107
C[C@@]1(F)[C@H](O)[C@@H](CO)O[C@@H]1n1ncc(=O)[nH]c1=O	111	103	101	98	108	83	87	99
COc1ccc(/C=N/NC(=O)c2cnn(CC(O)Cc3ccccc3)c2N)cc1OC1CCCC1 (stereo not drawn)	92	84	98	86	116	74	70	87
O=C(CCN1CCCCC1)C(c1ccccc1)c1ccccc1	105	99	99	100	107	89	92	112
CN1C(=O)[C@H]2c3c1cccc3[C@@]13NC(=O)O[C@H]1[C@H](CCC3(C)C)C2(C)C	91	75	95	103	106	81	85	98
CCOC(=O)/C=C/c1ccc(F)cc1	100	105	101	87	99	94	92	99
Cc1ccsc1C(=O)CC(=O)C(F)(F)C(F)(F)C(F)(F)F	111	97	107	103	111	92	91	102
Cc1c(CC(=O)OCCO)cc(-c2ccc(Cl)cc2)n1-c1ccccc1	95	97	95	92	118	66	101	101
CC(C)NCCOC(=O)c1ccc([N+](=O)[O-])cc1	111	109	105	96	103	90	100	101
COC(=O)[C@]12CCC(C)(C)C[C@H]1C1=CC[C@@H]3[C@@]4(C)Cc5c(n(CC#CCN6CCN(C)CC6)c6ccccc56)C(C)(C)[C@@H]4CC[C@@]3(C)[C@]1(C)CC2	96	108	108	75	101	101	77	98
O=c1[nH]c(=O)c2ccccc2o1	103&106	102&100	97&118	102&101	89&111	82&113	94	91&110
O=C(NC1CCCCC1)NC1CCCCC1	99	114	98	93	94	80	96	93
CC(C)(C)NC(=O)Cc1ccccc1	105&113	95&101	108&112	106&99	104&98	98&107	100&108	104&96
COc1ccc(/C=C2/C(=O)Nc3cc(Cl)c(CCCl)cc32)cc1	83	89	91	85	104	66	77	93
Cc1ccc(S(=O)(=O)NC2CCCCCCC2)cc1	114	85	98	94	105	100	89	101
N#Cc1c(-c2ccc(F)cc2)cc(-c2c[nH]c3ccccc23)nc1-c1c[nH]c2ccccc12	102	103	101	95	109	99	103	100
C[n+]1c(/C=C/c2ccc([N+](=O)[O-])cc2)ccc2ccccc21	108	100	102	100	100	93	90	103
CCOC(=O)c1c2ccc3cn(Cc4ccc(Cl)cc4)nc3c2c(C)n1Cc1ccccc1	92	101	97	92	95	101	75	94
COc1cc2nc(-c3cccs3)cc(OCCCN3CCC(O)CC3)c2cc1OC	84	69	75	94	84	72	74	83
COc1cc(/C=C/C(=O)c2ccc(NC(=O)CSc3nnc(-c4ccc(Cl)cc4)o3)cc2)cc(OC)c1OC	100	98	100	90	93	91	96	100
Nc1ncnc2scnc12	108	100	108	97	105	102	98	102
CCSc1nc2c(cnn2Cc2ccccc2)c(=O)n1Cc1ccccc1	93	102	95	104	110	64	94	90
CC(=O)Nc1ccc(Cl)cc1Cl	98	84	97	103	106	91	308	98

Next entries.
SMILES	SNB-19	SF-295	SF-268	U251	HCC-2998	SNB-75	PC-3	SF-539
COc1cc(C2=NNC(c3ccc(N(C)C)cc3)C2)cc(OC)c1OC (stereo not drawn)	8.5*	30	56	29	7.8*	38	29	-39*
CC(=O)OC(c1ccccc1)C1CCOC1=O (stereo not drawn)	109	95	110	99	97	79	100	101
Clc1cn2cc(-c3cccs3)nc2s1	103	96	108	89	122	93	117	100
COC1OC(COCc2ccccc2)C(N)C(OCc2ccccc2)C1OCc1ccccc1 (stereo not drawn)	102	.	96	98	100	77	106	88
COc1ccc2c(c1)CC[C@@H]1[C@@H]2CC[C@]2(C)C(=O)C(=[N+]=[N-])C[C@@H]12	99	99	96	89	107	107	92	95
CCCCNC(=O)Nc1ccc(Cl)cc1	97	102	101	99	102	92	94	106

Looked up by compound from the list above (2):
SMILES	SNB-19	SF-295	SF-268	U251	HCC-2998	SNB-75	PC-3	SF-539
COC1OC(COCc2ccccc2)C(N)C(OCc2ccccc2)C1OCc1ccccc1 (stereo not drawn)	102	.	96	98	100	77	106	88
CCCCNC(=O)Nc1ccc(Cl)cc1	97	102	101	99	102	92	94	106

This is a random part of the collection; any-hit rate near 10%.
